Exocytosis inh: lytic granule exocytosis inhibition. inhibition, % at 10 µM. AID 651702. 360,000 tested, 0.66% active. TALL-104 LAMP-1 surface exposure, flow cytometry; cells stimulated with thapsigargin and PMA;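 active = inhibition above about 55%, limit read from the data; inconclusive = no clear call, values can overlap the other calls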
Vif inh: blocks HIV Vif function. inhibition, % at 7.49 µM. 340,000 tested, 0.35% active. HEK293T cells, Vif self-association by quenched fluorescence, imaging, 24 h. AID 602346; in the data active = inhibition above about 50%, passing the limit was not always enough; inconclusive = no clear call, values can overlap the other calls; inactive = below about 31%; also: some results filed as inactive read as strong as hits
MC4R antagonist: blocks human MC4R cAMP signaling | 360,000 tested, 0.48% active | MC4R-expressing cells, MTII-stimulated cAMP, LANCE TR-FRET | inhibition, % at 6.5 µM;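 active = inhibition above its plate's cutoff, the mean of tested wells on that plate plus 3 SD, cut at about 29% in these data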;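 also: 0% = Melanotan II alone and 100% = Melanotan II plus saturating MCL0020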
Target sequence (P32245 whole entry, looked up): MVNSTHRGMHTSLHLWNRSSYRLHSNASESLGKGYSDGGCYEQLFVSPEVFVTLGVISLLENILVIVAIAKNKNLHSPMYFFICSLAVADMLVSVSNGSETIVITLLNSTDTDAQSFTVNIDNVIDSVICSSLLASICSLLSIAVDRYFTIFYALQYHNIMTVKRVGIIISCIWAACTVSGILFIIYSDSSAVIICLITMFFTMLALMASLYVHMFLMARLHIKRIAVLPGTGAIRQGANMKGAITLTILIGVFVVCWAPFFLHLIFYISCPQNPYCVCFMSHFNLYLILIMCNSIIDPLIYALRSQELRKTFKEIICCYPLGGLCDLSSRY
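system = U2OS cells with stable human MC4R expression | also added = Melanotan II challenge after compound preincubation | dosing = one concentration, 6.5 µM nominal | incubation = compound 30 min, challenge 1 h, detection 1 h | measured by = TR-FRET with Eu-cAMP and labeled anti-cAMP, 671 nm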
TLR9-MyD88 block: inhibitors of human TLR9-MyD88 binding; Q9NR96+Q99836; CHO BLA complementation TLR9-MyD88, CCF4 FRET ratio; inhibition, % at 4.98 µM; 340,000 tested, 0.21% active; AID 504734;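 active = inhibition above the mean over all tested compounds plus 3 SD, cut at about 21% in these data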;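 also: 0% = DMSO only wells and 100% = clavulanate BLA inhibitor control wells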
ABHD5-PLIN5 inh: inhibitors of human ABHD5-perilipin-5 interaction. Q00G26+Q8WTS1. Split G. princeps luciferase complementation, luminescence, 4 h. inhibition, % at 4 µM. 360,000 tested, 0.78% active;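 active = inhibition above the mean inhibition across every tested compound plus 3 SD, cut at about 22% in these data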;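 also: 0% = DMSO only wells and the 100% control is not disclosed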
ABCB6 inh 2: human ABCB6 transporter inhibition. Q9NP58. K562-ABCB6 porphyrin accumulation, flow cytometry, 1 h; hits give low values. fluorescence ratio to DMSO, % at 10 µM. 360,000 tested, 0.19% active;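 active = fluorescence ratio to DMSO below 75%, the collection mean minus 3 SD; inconclusive = too few cells collected in the well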;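 also: signal is porphyrin accumulated inside mitochondria; 100% equals median channel fluorescence of DMSO control wells; lower ratio means ABCB6 inhibition with less porphyrin fluorescence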
MC4R barr agon: activates human MC4R beta-arrestin recruitment; P32245; U2OS MC4R beta-arrestin complementation, luminescence; percent of melanotan II response, DMSO zero; activation, % at 8.9 µM; 360,000 tested, 0.98% active; AID 540308;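 active = activation above a per-plate cutoff, the mean activation of sample wells on that plate plus 3 SD, cut at about 8% in these data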
aDG glyco up: increases alpha dystroglycan glycosylation; activation, % at 10 µM; AID 624168; 360,000 tested, 0.22% active; Pro5-aDG cells, alpha-DG glycosylation AlphaScreen (IIH6); 0% Pro5, 100% B10-LARGE cell signal;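 active = activation of at least 8% versus controls, or a plate z-score of at least 8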;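 also: Pro5 are CHO cells carrying HIG-tagged alpha-DG that lacks glycosylation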
NOD2 RIPK2 PPI: inhibitors of human NOD2-RIPK2 interaction | CHO BLA complementation NOD2-RIPK2, CCF4 ratio | 360,000 tested, 0.38% active | inhibition, % at 4.98 µM; in the data active = inhibition above about 21%;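 also: 0% = vehicle only and 100% = reference blocker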
Target sequence (O43353 whole entry, looked up): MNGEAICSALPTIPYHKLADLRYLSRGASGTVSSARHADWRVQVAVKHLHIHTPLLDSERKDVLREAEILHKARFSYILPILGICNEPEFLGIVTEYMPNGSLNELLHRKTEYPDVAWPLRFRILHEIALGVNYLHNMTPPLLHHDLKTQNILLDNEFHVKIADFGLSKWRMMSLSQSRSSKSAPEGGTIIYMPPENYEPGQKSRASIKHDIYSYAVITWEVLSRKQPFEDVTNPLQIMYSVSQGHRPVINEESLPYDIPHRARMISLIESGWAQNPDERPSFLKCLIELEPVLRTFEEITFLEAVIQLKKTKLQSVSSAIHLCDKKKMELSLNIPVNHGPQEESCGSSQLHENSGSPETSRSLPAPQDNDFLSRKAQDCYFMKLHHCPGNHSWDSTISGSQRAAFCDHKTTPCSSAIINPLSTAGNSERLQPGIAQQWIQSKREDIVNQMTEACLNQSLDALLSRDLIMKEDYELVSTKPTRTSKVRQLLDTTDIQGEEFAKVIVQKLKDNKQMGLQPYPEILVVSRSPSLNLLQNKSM
N-glyco inh: blocks N-linked glycosylation in D54 reporter cells; D54 ERlucT glycosylation luciferase reporter, 24 h; percent of 100 nM tunicamycin response; reporter increase, % at 12.5 µM; 360,000 tested, 0.23% active; AID 588692;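 active = mean luciferase reporter signal, scaled so untreated is 0 and the glycosylation-blocking control 100, at or above a set limit in every replicate; inconclusive = mean reaches the limit but not every replicate does; inactive = mean below the limit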;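 also: luciferase carries N-glycosylation sites so blocking glycosylation raises the light; 0% = median of neutral control wells and 100% = median of 100 nM tunicamycin wells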
Numbers without * were called inactive; ? = inconclusive; · = not tested or not shown. The list is partial (hit frequency here may not be typical).

entry	mol	Exocytosis inh	Vif inh	MC4R antagonist	TLR9-MyD88 block	ABHD5-PLIN5 inh	ABCB6 inh 2	MC4R barr agon	aDG glyco up	NOD2 RIPK2 PPI	N-glyco inh
1	O=C(C[C@H]1C[C@H](C(=O)N2CCOCC2)[C@@]2(CCC3CCCC3)c3[nH]c4ccc(Cl)cc4c3CCN2C1=O)NCC12CC3CC(CC(C3)C1)C2	4.7	·	-2.1	-3.6	6.0	95.0	1.3	0.2	4.6	-5.6
2	O=C(NCc1ccc(F)cc1)C(c1ccccc1)N(C(=O)c1csnn1)c1ccccc1 (configuration not stated)	53.3	12.7	4.3	12.5	-4.3	95.0	0.2	-0.1	-9.5	0.3
3	CCc1ccc(NC(=O)C(C)Sc2nc(-c3ccco3)c(C#N)c(=O)[nH]2)cc1 (configuration not stated)	-12.5	2.1	11.1	1.3	-1.5	109.0	1.2	0.0	-1.5	-0.9
4	CCc1ccccc1N/N=C(/C)c1c(O)cc(C)oc1=O	0.8	-5.0	10.6	-10.5	3.5	97.0	-1.1	0.0	0.2	0.8
5	Cc1cc(Cl)ccc1C(O)c1ncc(-c2ccccc2Cl)[nH]1 (configuration not stated)	-4.3	-1.0	3.3	·	-6.5	91.0	-1.1	0.2	-1.1	3.2
6	Cc1c(NC(=O)C(C)OC(=O)C23CC4CC(CC(Br)(C4)C2)C3)c(=O)n(-c2ccccc2)n1C (configuration not stated)	7.2	21.6	0.2	-8.9	10.3	95.0	-2.2	0.6	2.0	0.4
7	CC1C(=O)N(Cc2cn(CCC3OCCO3)nn2)CCS(=O)(=O)N1Cc1ccc(-c2ccccc2)cc1 (configuration not stated)	-1.3	-0.3	6.7	-12.9	0.9	101.0	-2.0	-0.1	-2.4	-2.3
8	COc1ccc(CN2C(=O)c3c(c(C)n(C)c3C)C2C(=O)NC2CCC(C)CC2)cc1 (configuration not stated)	52.4	-3.7	13.9	-2.6	10.6	97.0	-0.2	1.1	0.0	-2.7
9	COc1ccccc1N1CC(C(=O)OCC(=O)c2ccc(F)cc2)CC1=O (configuration not stated)	3.0	-5.8	-0.7	7.5	1.7	98.0	-2.9	-0.2	7.5	1.1
10	CCOc1ccc(NC(=O)c2ccc(CNc3c(N4CCCC4)c(=O)c3=O)cc2)cc1	-3.3	-3.2	3.9	-0.7	2.6	100.0	1.3	-0.1	-4.7	-0.7
11	COc1ccc(S(=O)(=O)N(CC(=O)Nc2ccc3c(c2)OCO3)c2ccccc2OC)cc1	0.9	-4.2	5.4	-6.0	4.7	116.0	-0.7	-0.3	-8.7	-0.9
12	COc1ccccc1-n1c(=S)[nH]c2c(sc(=S)n2-c2ccc(C)cc2C)c1=O	-0.7	1.0	-1.4	1.9	1.6	100.0	-0.7	-0.2	-12.4	-3.1
13	COc1ccc(N(CC(=O)Nc2ccc(C)cn2)S(=O)(=O)c2c(C)noc2C)cc1	-5.9	?	-3.7	2.0	-0.2	94.0	-1.1	0.4	3.6	-0.8
14	CCCCCOc1ccc(NC(=O)c2cc(SC)ccc2Cl)cc1	-0.2	8.7	0.1	-7.5	-7.4	99.0	-2.6	0.2	-11.7	7.1
15	COc1ccc(N2CCN(C(=O)c3cccn4c(=O)c5ccccc5nc34)CC2)cc1	0.1	0.1	8.9	12.4	-0.3	107.0	0.2	-0.6	2.1	1.3
16	Cc1ccccc1NC(=O)Cc1c[nH]c2ccccc12	-2.3	1.0	1.4	6.0	2.0	100.0	0.0	-0.1	0.6	-0.3
17	C/C(NCC(C)(C)CN(C)C)=C(/C#N)C(=O)NCc1ccccc1	1.8	-1.9	6.2	1.3	0.7	94.0	-2.4	0.0	4.3	0.7
18	CCCOc1ccc(-c2c(C(=O)N/N=C/c3ccc(OC)cc3)nnn2-c2nonc2N)cc1	9.3	-3.5	8.6	7.4	-2.0	102.0	-2.0	0.2	-2.2	5.3
19	CC(=O)Nc1ccc(S(=O)(=O)Nc2nc3ccccc3nc2N2CCc3ccccc3C2)cc1	0.4	1.8	0.6	-5.7	5.1	100.0	-3.7	-0.1	-2.1	1.8
20	CCOc1ccc(N2C(=O)C3C(c4ccccc4F)NN(C(=O)c4ccc(C)cc4)C3C2=O)cc1 (configuration not stated)	3.2	18.2	30.5*	-0.6	-13.8	103.0	1.0	-0.1	-4.2	2.6
21	O=C(c1ccc(NS(=O)(=O)c2ccccc2)cc1)N1CCCCCC1	19.3	-0.9	8.4	-5.9	-1.7	97.0	-2.4	1.1	-9.3	-3.1
22	CCOC(=O)c1nn(-c2ccccc2C)c(=O)cc1OCC(=O)N1CCN(c2ccccc2)CC1	1.9	-2.3	-0.2	2.2	-3.7	98.0	-2.0	0.0	-5.9	5.3
23	CC(=O)c1cccc(-c2ccnc3c2CC(C(=O)Nc2cccc(NS(C)(=O)=O)c2)O3)c1 (configuration not stated)	-7.2	36.5	2.0	·	-8.7	97.0	-1.2	-0.1	-13.4	8.6
24	CC1=C(C(=O)N(C)C)CC(CC(=O)NCCN2CCOCC2)C(=O)N1Cc1ccccc1 (configuration not stated)	-7.0	·	0.7	-5.8	2.2	97.0	-1.1	-0.1	0.0	0.6
25	Cc1ccc(CNC(=O)CCS(=O)(=O)c2ccc(Br)cc2)cc1	0.7	-1.5	15.7	-0.2	2.5	94.0	-1.5	-0.4	-1.3	1.3

Continued; the last two above are carried over.
entry	mol	Exocytosis inh	Vif inh	MC4R antagonist	TLR9-MyD88 block	ABHD5-PLIN5 inh	ABCB6 inh 2	MC4R barr agon	aDG glyco up	NOD2 RIPK2 PPI	N-glyco inh
24	CC1=C(C(=O)N(C)C)CC(CC(=O)NCCN2CCOCC2)C(=O)N1Cc1ccccc1 (configuration not stated)	-7.0	·	0.7	-5.8	2.2	97.0	-1.1	-0.1	0.0	0.6
25	Cc1ccc(CNC(=O)CCS(=O)(=O)c2ccc(Br)cc2)cc1	0.7	-1.5	15.7	-0.2	2.5	94.0	-1.5	-0.4	-1.3	1.3
26	O=C1c2ccccc2C(Nc2ccc(Cl)cc2)N1CCN1CCOCC1 (configuration not stated)	-3.8	-1.0	11.7	2.0	10.2	102.0	-0.5	0.0	12.1	-1.3
27	CN(C(=O)c1cccc(COc2ccc(Cl)cc2Cl)c1)c1ccccc1	5.7	-9.1	3.3	6.5	-0.2	95.0	-0.6	0.0	-12.1	-8.2
28	O=C1c2c(Br)c(Br)c(Br)c(Br)c2C(=O)N1c1ccccn1	1.8	-4.1	5.8	-22.3	1.4	100.0	-1.0	-0.2	3.1	8.5
29	O=C(Cn1cnc([N+](=O)[O-])c1)c1ccc(F)cc1	-6.5	-2.7	3.3	-2.3	0.1	98.0	1.0	0.0	-4.8	1.9
30	COc1ccc(-c2nc(C#N)c(N3CCOCC3)o2)cc1OC	-3.3	18.0	-1.0	-9.8	-0.1	102.0	-1.6	-0.1	0.8	-1.8
31	Cc1cc(OCC(=O)NC(C)c2ccccc2)ccc1[N+](=O)[O-] (configuration not stated)	-3.3	·	3.4	0.9	-5.2	95.0	-1.3	0.0	3.3	0.1
32	CC(O)(c1ccc(F)c(F)c1)c1nc(-c2ccc3ccccc3c2)cs1 (configuration not stated)	?	-4.5	7.2	·	-11.2	98.0	0.3	0.1	2.9	-0.6
33	O=C(CSc1ccc(F)cc1)NCCSc1ccccc1	-5.7	4.8	7.2	1.4	-0.2	101.0	-0.4	-0.2	-6.4	-0.2
34	CCN1CCN(C(c2ccc(F)cc2)c2nnnn2Cc2cccs2)CC1 (configuration not stated)	-0.5	·	1.3	-6.9	0.4	103.0	-1.0	-0.2	1.7	-2.2
35	CC(OC(=O)c1cccc(S(=O)(=O)Nc2ccccc2F)c1)C(=O)NCc1ccc2c(c1)OCO2 (configuration not stated)	3.9	4.0	12.1	2.2	0.9	100.0	-1.7	0.3	-5.4	0.0
36	Cc1ccc2nc(-c3ccccc3)cc(C(=O)NCCCn3ccnc3)c2c1	1.4	-2.3	-0.4	-0.1	11.5	94.0	-0.7	-0.3	4.1	1.0
37	O=C(C1=C[C@H](C2CC2)C[C@H](OCc2ccc(CO)cc2)O1)N1CCOCC1	5.4	-0.1	3.7	2.7	3.9	97.0	-0.1	0.0	-11.9	-0.9
38	CCOC(=O)c1sc2nc(C3CC3)cc(-c3ccc(OC)cc3)c2c1N	-2.4	6.1	15.0	-6.4	-5.4	96.0	0.1	1.1	6.0	1.9
39	O=C(Nc1cccc(Cl)c1N1CCCC1)c1ccc([N+](=O)[O-])o1	-0.7	0.3	1.8	-5.3	8.2	96.0	0.3	-0.1	2.7	4.2
40	CN(C(=O)COc1ccc(Br)cc1Cl)C1CCCCC1	0.2	-2.9	9.0	-9.3	-3.5	104.0	-1.8	0.3	9.7	0.2
41	O=C(Cn1cc(COc2ccc(-n3cccc3)cc2)nn1)NS(=O)(=O)c1ccccc1C(F)(F)F	-9.5	4.2	2.0	·	0.4	82.0	0.8	-0.2	3.3	1.8
42	N#Cc1ccsc1NC(=O)CN1C(=O)NC2(CCCC2)C1=O	-0.3	-10.4	0.7	3.6	-11.3	105.0	-2.5	0.8	1.4	1.8
43	COc1ccc(N2CCN(C(=O)C3Cc4ccccc4CN3C(=O)c3ccccc3)CC2)cc1 (configuration not stated)	-1.5	-5.6	2.8	1.7	-4.6	99.0	-0.1	-0.2	10.2	0.5
44	O=C(Nc1nc2ccc(Cl)cc2s1)c1ccc(Br)o1	-1.4	-16.6	13.7	-8.1	-0.1	102.0	4.3	0.0	-2.5	-1.5
45	O=C1CCC(C(=O)OCC(=O)N2N=C3/C(=C\c4ccccc4)CCCC3C2c2ccccc2)N1 (configuration not stated)	1.7	-8.6	18.5	-3.5	-5.9	97.0	1.4	0.0	8.1	-2.3
46	Cc1cc(NC(=O)c2cc(-c3ccccc3C)nc3ccccc23)no1	-3.1	-5.0	7.1	1.8	0.2	101.0	-3.4	0.0	3.9	-1.1
47	Cc1csc(SC(C)C(=O)NCC2CCCCC2)n1 (configuration not stated)	0.8	-11.4	1.5	-5.7	-1.7	103.0	-1.2	0.0	-6.7	-1.1
48	c1ccc2c(c1)[nH]c1c(NCC3CCCO3)ncnc12 (configuration not stated)	3.0	-10.0	3.5	-2.4	2.9	95.0	-0.4	2.2	-5.5	2.9
49	CC(C)c1ccc(NC(=O)C2CCCN(S(=O)(=O)c3ccc4c(c3)C(C)(C)C(=O)N4C)C2)cc1 (configuration not stated)	0.6	-15.0	11.6	-8.6	1.8	99.0	-0.5	0.6	0.1	-8.3

Entries of single compounds, quoted from the list.
Cc1csc(SC(C)C(=O)NCC2CCCCC2)n1 (configuration not stated) is listed with Exocytosis inh = 0.8; Vif inh = -11.4; MC4R antagonist = 1.5; TLR9-MyD88 block = -5.7; ABHD5-PLIN5 inh = -1.7; ABCB6 inh 2 = 103.0; MC4R barr agon = -1.2; aDG glyco up = 0.0; NOD2 RIPK2 PPI = -6.7; N-glyco inh = -1.1
CN(C(=O)COc1ccc(Br)cc1Cl)C1CCCCC1 is listed with Exocytosis inh = 0.2; Vif inh = -2.9; MC4R antagonist = 9.0; TLR9-MyD88 block = -9.3; ABHD5-PLIN5 inh = -3.5; ABCB6 inh 2 = 104.0; MC4R barr agon = -1.8; aDG glyco up = 0.3; NOD2 RIPK2 PPI = 9.7; N-glyco inh = 0.2
